PNC inhibitor = blocks assembly of the perinucleolar compartment | PC3M PTB-GFP, PNC prevalence imaging, 16 h; active compounds read low | activity change (PNC), negative = inhibition, % at 10 µM | 140,000 compounds, 3.1% hits;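 active means readout at or below -70, meaning at least 70% loss of cells showing the perinucleolar compartment, a nuclear body marking cancer cells; inconclusive means readout between -30 and a set limit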;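 further: plate controls were DMSO wells for no effect and camptothecin positive control wells for full effect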
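Compounds are pinned in duplicate onto adhered PC3M cells stably expressing GFP-tagged PTB and incubated 16 h at 37 C. Cells are then fixed, nuclei stained with Hoechst, and PNC-positive cells counted.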
ALOX15B inhib = blocks human 15-lipoxygenase 2 activity | O15296 | purified 15hLO-2, xylenol orange hydroperoxide absorbance | 110,000 compounds, 0.56% hits | Potency, µM (doses to about 57.1 µM), without a hit: at the top dose activity change, negative = inhibition, actives largely listed as inhibitors | AID 881; further: potency means the concentration at half of the fitted maximal effect; nearly all actives have a fitted effect of over 60% in size; many of its hits are not listed in these tables
Target sequence (O15296 whole entry, looked up): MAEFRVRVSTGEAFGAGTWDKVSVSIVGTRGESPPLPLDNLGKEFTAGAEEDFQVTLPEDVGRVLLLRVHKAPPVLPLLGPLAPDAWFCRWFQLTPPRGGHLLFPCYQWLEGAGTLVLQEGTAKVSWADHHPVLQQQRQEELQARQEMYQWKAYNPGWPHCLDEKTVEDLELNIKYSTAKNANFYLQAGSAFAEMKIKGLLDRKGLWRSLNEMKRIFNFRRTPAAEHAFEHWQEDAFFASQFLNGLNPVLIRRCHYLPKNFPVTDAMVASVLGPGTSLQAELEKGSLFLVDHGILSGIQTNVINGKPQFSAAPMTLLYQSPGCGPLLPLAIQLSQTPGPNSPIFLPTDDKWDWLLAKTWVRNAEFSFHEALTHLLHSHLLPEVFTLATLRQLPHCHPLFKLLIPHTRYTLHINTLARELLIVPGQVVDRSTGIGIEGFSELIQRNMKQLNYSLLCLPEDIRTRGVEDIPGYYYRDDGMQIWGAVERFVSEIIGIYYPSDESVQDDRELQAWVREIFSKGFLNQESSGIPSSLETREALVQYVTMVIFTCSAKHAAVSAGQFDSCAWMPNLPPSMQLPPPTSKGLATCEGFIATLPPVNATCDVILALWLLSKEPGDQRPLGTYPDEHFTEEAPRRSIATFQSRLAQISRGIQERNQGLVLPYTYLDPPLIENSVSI
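Screening format was qHTS against 50 nM purified 15hLO-2 in Hepes pH 7.5 with detergent. Activity follows hydroperoxide formation from 45 uM arachidonic acid, measured as 573:405 nm absorbance ratio of the ferric-xylenol orange complex.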
IMPase cell inh = membrane-permeable compound that blocks inositol monophosphatase; P97697; CHO-M1 cells, IP1 accumulation, HTRF TR-FRET ratio; inhibition (IP1 accumulation), % at 46.1 µM; 120,000 tested, under 10 active; AID 901; active means well fitted curve in the direction sought with a large enough effect in the signal ratio, not every such curve was filed as active; inconclusive means small, poorly fitted or top-dose-only effect, or a change in a side signal; inactive means no such curve, though single readings can be large or run the other way; the % refers to the signal ratio;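 further: cells stimulated with carbachol in lithium chloride buffer; plate controls were DMSO basal wells for no effect and reference inhibitor wells for full effect; higher means more IMPase inhibition seen as more IP1 and lower FRET ratio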
Target sequence (P97697 whole entry, looked up): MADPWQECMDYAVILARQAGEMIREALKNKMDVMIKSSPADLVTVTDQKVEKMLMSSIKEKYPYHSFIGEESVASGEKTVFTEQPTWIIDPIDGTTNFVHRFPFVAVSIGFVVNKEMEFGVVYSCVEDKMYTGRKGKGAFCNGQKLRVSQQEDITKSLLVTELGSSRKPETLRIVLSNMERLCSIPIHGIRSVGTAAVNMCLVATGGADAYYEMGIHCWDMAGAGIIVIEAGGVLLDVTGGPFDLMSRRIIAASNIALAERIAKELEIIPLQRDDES
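Elevated IP1 in lysates lowers TR-FRET signal (665/620 ratio and 620 channel reported). Cells were CHO-M1, given carbachol (50 uM as added) plus 50mM LiCl, pH 7.4, 30 min, 37C; compounds titrated up to 46 uM; AC50 by Hill equation.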
ALOX12 inhib = inhibitors of human 12-lipoxygenase (ALOX12) | purified 12-hLO, xylenol orange hydroperoxide absorbance | Potency, µM (top dose mostly 57.1 µM), for inactives: top-dose activity change, negative = inhibition, hits mostly inhibitors | 150,000 compounds, 0.12% hits; further: potency means the concentration at half of the fitted maximal effect; nearly all actives have a fitted effect of over 55% in size; many of its hits are not listed in these tables
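Hydroperoxide formation by human 12-lipoxygenase from 40 uM arachidonic acid was followed colorimetrically via ferric-xylenol orange complex, using the 573/405 nm absorbance ratio. Enzyme concentration was 150 nM, with 30 min reaction at room temperature.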
Active calls of the source: *; ? = inconclusive; nt = no result given; & = joins results of further samples; [ ] = another dose, or the depositor's remark. Unless noted, the call rests on the fitted dose curve; in most records, active means well fitted curve in the direction sought with a large enough effect; inconclusive means small, poorly fitted or top-dose-only effect, or another doubt; inactive means no such curve, though single readings can be large; an effect the other way counts as inactive or inconclusive. Unless noted, on the % scale 0 is the no-effect control and ±100 the full control effect.

structure | PNC inhibitor | ALOX15B inhib | IMPase cell inh | ALOX12 inhib
Cc1noc(C)c1C(=O)NC(C)C1CCCO1 (configuration not stated) | 14 | 0% | -19 | 1%
O=C(CCCCn1c(=O)[nH]c2ccsc2c1=O)NCC1CCCO1 (configuration not stated) | 36 | -3% | -2 | 3%
COC(=O)c1sc(NC(=O)/C=C/c2ccc(C)cc2)nc1C | 38 | nt | nt | -4%
O=C(c1ccc(=O)[nH]c1)N(Cc1ccco1)C1(C(=O)NC2CCCC2)CCCCC1 | 7 | 1% | -1 | 9%
CCOC(=O)c1[nH]c2ccc(OC)cc2c1NC(=O)CCN1CCN(Cc2ccccc2)CC1 | ? | 1% | 12 | -5%
CCOc1ccc(NC(C)c2cc(Cl)ccc2O)cc1 (configuration not stated) | ? | -4% | 18 | -1%
Nc1cc2c(nc3c4ccccc4c(N)cc3[n+]2-c2cccc3ccccc23)c2ccccc12 (tested in a mixture with another compound) | nt | ? | nt | 1%[11.4 µM]
CC(Sc1n[nH]c(N)n1)c1nc2scc(-c3cccs3)c2c(=O)[nH]1 (configuration not stated) | -17 | -1% | 9 | -2%
COc1ccc(Cn2nnnc2CN(Cc2cc3cccc(C)c3[nH]c2=O)C2CCCC2)cc1 | 28 | 8% | 1 | -9%
CC(SCC(=O)NC12CC3CC(CC(C3)C1)C2)C(=O)O (configuration not stated) | 33 | nt | nt | -3%
CCOc1ccc(-c2ccc(/C=C3/C(=N)N4C(C)=CSC4=NC3=O)o2)c([N+](=O)[O-])c1 | 9 | nt | -1 | -8%
O=C(Cn1cnc2c(cnn2-c2ccccc2)c1=O)NC1CCCC1 | ? | -1% | -2 | -3%
COC(=O)[C@@]1(Cc2ccc(F)cc2)[C@H]2c3cc(C(=O)N4CCCC4)n(Cc4ccc(C)o4)c3C[C@H]2CN1C(=O)c1ccccc1 | nt | ? | nt | -5%
O=C(CSc1ncn[nH]1)N1N=C2/C(=C/c3ccco3)CCCC2C1c1ccco1 (configuration not stated) | 18 | -20% | -1 | 1%
CCCSc1nc(C)cc(=O)[nH]1 | -7 | -1% | 6 | 1%
COc1cc2c(C(=O)NCc3ccccn3)cn(CC(C)C)c(=O)c2cc1OC | 23 | nt | ? | 1%
CCc1ccc(Nc2ccc(C(N)=O)cc2[N+](=O)[O-])cc1 | ? | nt | nt | -2%
O=C1c2ccccc2NC(c2ccc(O)cc2)N1/N=C/c1ccc(O)cc1 (configuration not stated) | -5 | nt | nt | -2%
Cc1cc(OCC(=O)N(C)C)c2c(-c3ccccc3)cc(=O)oc2c1 | -7 | 5% | 3 | 2%
CCc1ccc(-c2nc(CCl)cs2)cc1 | 87 | nt | 9 | 0%
CCN(CC)S(=O)(=O)c1cccc(C(=O)OCc2cc(=O)n3nc(C)sc3n2)c1 | 28 | 4% | 1 | -3%
O=C(N/N=C/c1ccncc1)c1cccc(NC(=O)c2ccccc2Cl)c1 | 19 | nt | nt | -2%
COC(=O)N/N=C/c1cn(Cc2ccccc2Cl)c2ccccc12 | ? | nt | 7 | -6%
CCc1ccc(OCC(=O)Nc2ccc(-c3nc4ccccc4o3)c(O)c2)cc1 | 28 | -9% | 1 | -3%
CCC(c1nnnn1Cc1ccco1)N(Cc1cc2cc(C)cc(C)c2[nH]c1=O)CC1CCCO1 (configuration not stated) | 4 | 3% | 8 | -7%
CCCc1nc2ccccc2[nH]1 | -29 | 6% | 2 | -1%
COc1cc2cc(CN(Cc3cccs3)C(=S)Nc3ccccc3)c(=O)[nH]c2cc1OC | 35 | nt | nt | 5%
CC(=O)C1=C(C)Nc2ncnn2C1c1ccccc1Cl (configuration not stated) | -23 | -1% | ? | -3%
CN(C)S(=O)(=O)c1ccc(NC(=O)/C=C/c2ccccc2Cl)cc1 | 68 | nt | ? | -4%
CC(=O)Nc1cccc(NC(=O)c2ccco2)c1 | 25 | 0% | -1 | 6%
COc1ccc2cc(S(=O)(=O)N3CCOCC3)ccc2c1 | 25 | -1% | 0 | 3%
COc1ccc(CNCCCO)cc1OC | 108 | nt | 10 | 0%
Nc1nc(CSc2nc3ccccc3[nH]2)nc(N2CCOCC2)n1 | 14 | 5% | -1 | 2%
CCOc1ccc(C(=O)NNC2CC(=O)N(CCc3ccccc3)C2=O)cc1OC (configuration not stated) | -12 | nt | nt | 5%
CCn1c(C)csc1=NC(=O)c1ccccc1O | -14 | -5% | -14 | -17%
CSc1nc(NCc2ccccc2)c2c3c(sc2n1)CN(C)CC3 | -4 | 42%[activator] | 13 | -10%
O=C1c2cccc3cc(Br)cc(c23)C(=O)N1Nc1ccccc1 | 68 | -1% | 5 | 0%
C#CC(C)(CC)NC(=O)c1cc(OC)c(OC)c(OC)c1 (configuration not stated) | 4 | -8% | 4 | 1%
Oc1ccccc1 | nt | -11% | nt | 2%
COc1ccccc1C(=O)Nc1nc(-c2ccc(S(=O)(=O)N3CCOCC3)cc2)cs1 | -20 | -7% | 17 | 3%
N#Cc1cccc(NC(=O)N2CC[C@@]3(CCCN(S(=O)(=O)c4ccccc4)C3)C2)c1 | nt | 16% | nt | -5%
CCCCOC(=O)Cn1c(=N)n(CCC)c2ccccc21 | 12 | 30% | 1 | 8%
O=C(COC(=O)c1n[nH]c2ccccc12)NC(=O)NCc1ccco1 | -10 | 0% | -12 | -10%
Cc1cccc(NS(=O)(=O)c2cccs2)n1 | -6 | 0% | 4 | 0%
COCCOc1cc(Nc2nnc(C(F)(F)F)s2)c(Cl)cc1Cl | ? | 4% | 17 | 2%
Cc1ccc(C)c(C(=O)COC(=O)c2cc([N+](=O)[O-])ccc2NCCO)c1 | 20 | nt | -2 | -5%
Cc1ccc(O)c(NC(=O)c2cccc(NC(=O)c3ccco3)c2)c1 | ? | -17% | -2 | -5%
Cc1cc(S(=O)(=O)N(Cc2ccc(C(C)C)cc2)CC2CCCO2)ccc1-n1cnnn1 (configuration not stated) | ? | 4% | 8 | -2%
Cc1nc2ccc(S(=O)(=O)NCC(=O)NCCN3CCCCCC3)cc2s1 | -16 | 20% | -2 | -3%
COC(=O)N1CCC[C@@]2(CCN(C(=O)Nc3ccccc3)C2)C1 | nt | 0% | nt | -1%
C#CCOC(=O)NC(/C=C/CCCC)c1ccccc1 (configuration not stated) | nt | -9% | nt | 1%
CC(=O)Nc1ccc(S(=O)(=O)CCC#N)cc1 | ? | nt | ? | -9%
CCCc1cc(COC)c(C#N)c(=O)[nH]1 | nt | -3%[11.4 µM] | nt | -2%[11.4 µM]
CN(C)CCN1C(=O)CC[C@]2(C)C1=CC[C@@H]1[C@@H]2CC[C@]2(C)[C@H]1CC[C@]2(C)O | nt | -6%[11.4 µM] | nt | 2%[11.4 µM]
CCOc1cc2[nH]c(=S)n(CCC(=O)N3CCc4ccccc4C3)c(=O)c2cc1OCC | 28 | 2% | 0 | 1%
O=C(NCCCN1CCOCC1)c1cc(-c2cccs2)on1 | 8 | 6% | 0 | -2%
Cc1ccc2nc(NC(=O)C3CCN(S(=O)(=O)c4cccnc4)CC3)sc2c1 | -9 | 9% | 4 | 1%
CC(C)CCNc1nnnc2c1sc1nc(N3CCOCC3)c3c(c12)CC(C)(C)SC3 | -2 | -12% | -1 | -2%
COc1cc(-c2nc3ccccc3c(=O)n2N)cc(OC)c1OC | ? | nt | 2 | -9%
COc1ccc(CCNc2cc(C)nc3c(-c4ccc(Cl)cc4)c(C)nn23)cc1OC | ? | nt | 4 | -1%

(next part)
structure | PNC inhibitor | ALOX15B inhib | IMPase cell inh | ALOX12 inhib
Cc1cccc(OCCOCCSc2ncccn2)c1 | -19 | -3% | 11 | -3%
COc1ccccc1N1CCN(/N=C/c2cc(OC)c(OC)c(OC)c2)CC1 | -11 | nt | 5 | -6%
CC(C)=CC(=O)Nc1ccc2c(c1)OCO2 | 20 | -2% | -4 | -19%
COc1cccc(C(=O)/C=C/Nc2ccc(NC(C)=O)cc2)c1 | 29 | nt | 15 | 2%
O=C(COc1ccc(F)cc1Br)NCc1ccccn1 | -13 | 14% | 5 | -7%
CCCCCCCC/C=C\CCCCCCCC(=O)NCCO | nt | 11% | 4 | -1%&-6%
O=C(Nc1ccccc1)c1c(F)cccc1F | ? | -9% | -2 | 0%
Cc1[nH]c2c(ccc3ccccc32)c1C1C(CCN)C1(C)C (configuration not stated) | 19 | 29% | -1 | -6%
C1CCc2c(nc3nnnn3c2NC2CCCC2)C1 | -11 | -7% | 4 | 0%
O=C(c1ccco1)N1CCN(C(=O)C2Cc3ccccc3CN2S(=O)(=O)c2ccc(F)cc2)CC1 (configuration not stated) | 0 | -8% | 6[9.22 µM] | -1%
O=C(CN1C(=O)c2cccc3cccc1c23)N1CCc2ccccc2C1 | ? | -6% | 1 | -5%
O=C(COC(=O)c1cccnc1Nc1ccccc1F)NCc1ccc2c(c1)OCO2 | -5 | -2% | 7 | -1%
Cc1cc(C)nc(-n2nc(C)cc2NC(=O)COC(=O)CCC(=O)c2cccs2)n1 | 2 | 0% | 9 | 8%
CCc1cccc(CC)c1NC(=O)c1ccccc1CCc1ccccc1 | 20 | nt | 3 | -2%
COCCCN1C(=O)C(O)=C(C(=O)c2ccco2)C1c1ccc(Br)cc1 (configuration not stated) | 16 | -4% | -5 | -7%
CC(C)(C)NC(=O)c1cnn(-c2ccccc2)c1NC(=O)c1ccccc1 | 39 | 1% | -5 | 1%
CC(NC(=O)Cn1cnnn1)C12CC3CC(CC(C3)C1)C2 (configuration not stated) | ? | -3% | -9 | -7%
Cc1ccccc1-c1nc2cc(N)ccc2o1 | -26 | -1% | -21 | -9%
CC1CCC(NC(=O)c2ccc(NC(=O)c3ccc(=O)[nH]c3)cc2)CC1 (configuration not stated) | 70 | nt | nt | 0%
CCN(CC)CCCN1C(=O)C(O)=C(C(=O)c2cc3ccccc3o2)C1c1ccccn1 (configuration not stated) | 18 | -11% | ? | -8%
O=C(NCSc1ccncn1)c1ccccc1 | 48 | 2% | 5 | -17%
Cc1cccc(NC(=O)NCCN2C(=O)C3C4C=CC(C4)C3C2=O)c1 (configuration not stated) | ? | -4% | 4 | -3%
CN1CCN(CCCCOc2ccc(F)cc2)CC1 | ? | 6% | -9 | 8%
COc1ccc(CCNC(=O)c2cc(-c3cccs3)on2)cc1OC | ? | -6% | 0 | 0%
O=C(CSc1nnc2c(Cl)cc(Cl)cn12)NC1CCS(=O)(=O)C1 (configuration not stated) | -12 | -6% | -1 | 7%
Cc1ccc(C)c(S(=O)(=O)Nc2ccccc2C(=O)Nc2ccccc2N2CCOCC2)c1 | ? | -10% | 10 | 3%
COc1ccccc1NC(=S)NNC(=O)c1cc(C)nn1C | ? | 2% | -3 | 1%
CCNC(=S)N=Nc1c(O)[nH]c2ccc(C(C)C)cc12 | -21 | nt | nt | -4%
O=S(=O)(c1ccc(F)cc1)N1CCN(c2nc(-c3ccc(F)cc3)cs2)CC1 | 40 | -4% | -2 | -8%
COc1ccc(Cn2nnnc2C(c2cccs2)N2CCN(c3ccccc3)CC2)cc1 (configuration not stated) | 29 | 0% | 0 | -3%
COc1ccc(-c2cc(C(F)(F)F)nc(SCC(=O)NCc3cccs3)n2)cc1 | 43 | -11% | 2 | 1%
Cc1cccn2c(NC(=O)c3cccs3)c(-c3ccccc3)nc12 | 24 | nt | 1 | 1%

A portion of the library (hit frequency here may not be typical).
